PDI inh – inhibitors of human PDI, primary screen, biochemical, turbidity, single point, plate reader; Protein disulfide-isomerase (Homo sapiens), P07237; PDI insulin aggregation turbidity, A650, 90 min; inhibition, % at 10 µM; actives 0.052% (n = 350,000);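 active = mean inhibition across replicates of 30% or more, whatever share of single replicates reach that level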;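 also: absorbance from insulin aggregation driven by PDI reduction with DTT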
Target sequence (P07237 whole entry, looked up): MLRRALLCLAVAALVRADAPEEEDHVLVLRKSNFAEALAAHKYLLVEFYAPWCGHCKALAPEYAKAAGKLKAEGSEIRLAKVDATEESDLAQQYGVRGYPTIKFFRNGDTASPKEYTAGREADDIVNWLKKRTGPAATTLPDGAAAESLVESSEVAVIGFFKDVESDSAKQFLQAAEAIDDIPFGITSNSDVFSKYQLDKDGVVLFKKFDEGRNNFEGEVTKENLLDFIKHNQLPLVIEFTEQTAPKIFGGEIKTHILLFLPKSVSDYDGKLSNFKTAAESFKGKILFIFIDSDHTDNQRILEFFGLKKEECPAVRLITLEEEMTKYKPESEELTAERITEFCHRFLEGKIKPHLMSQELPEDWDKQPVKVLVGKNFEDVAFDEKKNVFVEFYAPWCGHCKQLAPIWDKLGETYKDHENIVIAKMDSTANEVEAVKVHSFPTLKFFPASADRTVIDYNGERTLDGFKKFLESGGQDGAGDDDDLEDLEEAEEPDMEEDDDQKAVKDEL
NR2E3 ag-1 – NR2E3 agonists in two-hybrid cells, primary screen, cell-based, luminescence, CHO-S, Gal4-NCOR/VP16-NR2E3; luciferase; inhibition of corepressor binding, % at 3.98 µM; actives 0.35% (n = 360,000); Photoreceptor-specific nuclear receptor (Homo sapiens), Q9Y5X4; AID 602229, 2012;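 active = inhibition above the mean of all tested compounds plus 3 SD, cut at about 70% in these data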;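 also: 0% = DMSO with NR2E3 transfected cells and 100% = cells lacking NR2E3 construct; higher means lower luciferase signal from less NR2E3 corepressor binding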
Target sequence (Q9Y5X4 whole entry, looked up, the tested form may be a part): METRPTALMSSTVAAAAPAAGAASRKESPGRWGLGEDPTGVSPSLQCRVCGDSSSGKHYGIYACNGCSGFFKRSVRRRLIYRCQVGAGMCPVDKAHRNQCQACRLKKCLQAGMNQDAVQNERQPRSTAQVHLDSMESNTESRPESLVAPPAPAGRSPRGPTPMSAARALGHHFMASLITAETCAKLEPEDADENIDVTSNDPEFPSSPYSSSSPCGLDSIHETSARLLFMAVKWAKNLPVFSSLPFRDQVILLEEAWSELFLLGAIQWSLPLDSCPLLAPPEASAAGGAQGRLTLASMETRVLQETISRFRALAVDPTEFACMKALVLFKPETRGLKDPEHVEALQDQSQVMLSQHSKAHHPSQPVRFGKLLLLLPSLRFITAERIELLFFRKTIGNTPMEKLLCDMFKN
CaV13 ICDI inh – Primary screen for inhibitors of IQ motif and Ca2+-dependent inactivation inhibitor domain binding in CACNA1D, Förster resonance energy transfer in living cells, …; actives 0.098% (n = 340,000); HEK cells, CFP/YFP FRET ICDI-IQ, plate reader, 10 min; percent FRET-ratio fall versus neutral wells; inhibition, % at 12.3 µM; AID 743397;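 active = mean replicate inhibition of at least 30% and at least 1% of replicates passing that level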;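 also: 0% = median of the neutral control wells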
HIF-2a inh – HIF-2a reporter inhibitors, primary screen, luminescence, 786-0 RCC cells; actives 0.72% (n = 360,000); inhibition, % at 18.8 µM; 786-0 RCC cells HIF-2a reporter, luciferase luminescence, overnight;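 active = inhibition of the luminescence signal of 40% or more relative to plate controls, in a single-dose primary screen at 18.75 µM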
Vif imaging – HIV Vif self-association inhibitors, primary screen, imaging, HEK293T, single point | HEK293T cells, Vif self-association by quenched fluorescence, 24 h | inhibition, % at 7.49 µM | actives 0.35% (n = 340,000) | AID 602346, 2012; in the data active = inhibition above about 50%, passing the limit was not always enough; also: some results filed as inactive read as strong as hits
Peg3 prom inh – Peg3 promoter-driven luciferase inhibitors, primary screen, cell-based, HeLa, luciferase luminescence; actives 1.7% (n = 360,000); HeLa PEG-Prom luciferase reporter, overnight; inhibition, % at 20 µM;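 active = inhibition of at least 50% at 20 µM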
Shn3 3UTR inh – reduction of Shn3 3'UTR firefly luciferase signal, primary screen, Schnurri-3 inhibitor project, cell-based, Clone20 osteoblasts, set 2; AID 588674, 2011; Clone20 osteoblast Shn3 3'UTR firefly luciferase, 24 h; actives 0.52% (n = 360,000); inhibition, % at 12.5 µM;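 active = mean inhibition of at least 75% with every replicate also reaching 75%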;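 also: 0% = median of neutral control wells and 100% = pilot-screen positive control compound; some compounds past the cut are filed as inactive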
TRPM1 prom inh – inhibitors of MITF-dependent TRPM1 promoter reporter, primary screen, cell-based, SK-MEL-5, single point, luciferase; actives 0.83% (n = 330,000); inhibition, % at 12.5 µM; SK-MEL-5 TRPM1 promoter luciferase, 24 h; AID 488899, 2010;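 active = mean inhibition across replicates of 60% or more, whatever share of single replicates reaches that level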; also: values of inactives mirror those of a sister screen read the other way
CF NFkB block – inhibitors of PAF-induced NF-kB signaling, primary screen, cell-based, GFP fluorescence, uHTS | KKLEB NF-kB-GFP reporter, GFP fluorescence overnight | actives 0.86% (n = 360,000) | inhibition, % at 5 µM;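 active = at least 50% inhibition at 5 µM, scaled per plate between neutral and stimulator controls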;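 also: PAF is a Pseudomonas aeruginosa culture filtrate used as stimulus; plate controls were PAF-stimulated DMSO wells for no effect and unstimulated DMSO wells for full effect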
NR2E3 ag-2 – inhibitors of NR2E3-RetCOR corepressor binding, primary screen, NR2E3 agonist project, biochemical, TR-FRET, GST-NR2E3, biotin-RetCOR; AID 2300, 2010; Photoreceptor-specific nuclear receptor (Homo sapiens), Q9Y5X4; 1536-well; inhibition of corepressor binding, % at 4.78 µM; actives 0.12% (n = 320,000);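 active = percent inhibition above the cutoff of mean plus 3 SD of all tested compounds, set per screening campaign, cut at about 20% in these data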;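 also: 0% = DMSO wells and 100% = biotin wells as full block of FRET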
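system = GST-tagged NR2E3 plus biotinylated RetCOR corepressor | input = 1.35 nM GST-NR2E3 | also added = 7 nM biotin-RetCOR | schedule = 5 h incubation at 4 °C | measured by = TR-FRET with europium anti-GST and streptavidin-D2, 340 nm excitation | read-out = percent loss of FRET ratio relative to control wells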
KKLEB tox – cytotoxicity in KKLEB CF airway cells, primary screen, cytotoxicity control for CF NF-kB inhibitor project, cell-based, uHTS, fluorescence assay plates. activity change (cytotoxicity), % at 5 µM. KKLEB CF airway cells viability, ATPlite luminescence, overnight; active compounds read low; cells stimulated with P. aeruginosa culture filtrate. actives 0.36% (n = 360,000);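 active = corrected activity change at or below -50% at 5 µM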
* hit, by the source's call; x = no result given. Not a hit list; about 3.3% have a hit in one of these screens.

entry	Molecule	PDI inh	NR2E3 ag-1	CaV13 ICDI inh	HIF-2a inh	Vif imaging	Peg3 prom inh
1	Cc1ccc(S(=O)(=O)NN2C(=O)/C(=C/c3cccc(F)c3)SC2=S)cc1	-3	-6	-18	10	-2	20
2	CCCOc1c(Br)cc(C(=O)OCC(=O)NC2CC2)cc1OC	-4	-12	-6	-14	-9	-9
3	Cc1ccc(-n2cc(CNC(C)c3cnn(C)c3)c(-c3ccc(F)cc3)n2)cc1 (stereo not drawn)	5	-14	2	-24	5	-5
4	CCOC(=O)CN1N=C(/C=C/c2ccc(C)cc2)CCC1=O	9	-30	3	-39	x	-26
5	C=CCSc1nc2sc3c(c2c(=O)n1-c1ccc(C)cc1)CCN(C)C3	3	-41	-3	-14	11	-1
6	Cc1cccc(/C=N/NC(=O)C(C)Nc2cccc3ccccc23)n1 (stereo not drawn)	0	-11	-7	-27	-7	-17
7	CCCCOc1ccc(NS(=O)(=O)c2ccc(-n3cnnn3)cc2)cc1	1	35	-15	12	-11	-5
8	CC1SC(c2ccc(Cl)cc2Cl)NC1=O (stereo not drawn)	3	-12	x	19	-14	-25
9	COC(=O)Cc1ccc(NC(=S)NC2CC2)cc1	0	-9	0	11	-6	2
10	CN(CC(=O)O/N=C(\N)c1ccc([N+](=O)[O-])cc1)S(=O)(=O)c1ccccc1	0	4	-2	-54	-6	7
11	C=CCN1C(=O)CSc2ccc(C(=O)OCC)cc21	0	-2	-4	23	-4	4
12	O=C(/C=C/c1cccc([N+](=O)[O-])c1)N1CCN(C(=O)c2ccco2)CC1	1	19	-5	6	-2	-4

entry	Shn3 3UTR inh	TRPM1 prom inh	CF NFkB block	NR2E3 ag-2	KKLEB tox
1	2	-7	-5	1	-3
2	-25	0	-7	1	0
3	-6	-7	-9	3	7
4	-10	-20	-7	-1	2
5	-2	1	-1	x	-2
6	-13	10	-14	-1	8
7	23	7	9	4	-4
8	16	11	17	0	-9
9	-9	2	6	1	2
10	-32	4	-26	-2	-15
11	18	5	2	-1	5
12	0	-14	4	0	-5

Full records from above. Order of screens: PDI inh	NR2E3 ag-1	CaV13 ICDI inh	HIF-2a inh	Vif imaging	Peg3 prom inh	Shn3 3UTR inh	TRPM1 prom inh	CF NFkB block	NR2E3 ag-2	KKLEB tox
O=C(/C=C/c1cccc([N+](=O)[O-])c1)N1CCN(C(=O)c2ccco2)CC1 is listed with 1	19	-5	6	-2	-4	0	-14	4	0	-5
COC(=O)Cc1ccc(NC(=S)NC2CC2)cc1 is listed with 0	-9	0	11	-6	2	-9	2	6	1	2
C=CCSc1nc2sc3c(c2c(=O)n1-c1ccc(C)cc1)CCN(C)C3 is listed with 3	-41	-3	-14	11	-1	-2	1	-1	x	-2

Looked up by structure from above, four records:
entry	Molecule	PDI inh	NR2E3 ag-1	CaV13 ICDI inh	HIF-2a inh	Vif imaging	Peg3 prom inh
11	C=CCN1C(=O)CSc2ccc(C(=O)OCC)cc21	0	-2	-4	23	-4	4
4	CCOC(=O)CN1N=C(/C=C/c2ccc(C)cc2)CCC1=O	9	-30	3	-39	x	-26
3	Cc1ccc(-n2cc(CNC(C)c3cnn(C)c3)c(-c3ccc(F)cc3)n2)cc1 (stereo not drawn)	5	-14	2	-24	5	-5
7	CCCCOc1ccc(NS(=O)(=O)c2ccc(-n3cnnn3)cc2)cc1	1	35	-15	12	-11	-5

entry	Shn3 3UTR inh	TRPM1 prom inh	CF NFkB block	NR2E3 ag-2	KKLEB tox
11	18	5	2	-1	5
4	-10	-20	-7	-1	2
3	-6	-7	-9	3	7
7	23	7	9	4	-4

Further structures:
entry	Molecule	PDI inh	NR2E3 ag-1	CaV13 ICDI inh	HIF-2a inh	Vif imaging	Peg3 prom inh
13	COCCCNC(=O)CN(c1cc(C(F)(F)F)ccc1Cl)S(C)(=O)=O	-8	-22	4	26	-2	2
14	CCN(CC)c1ccc2cc(C=O)c(=O)oc2c1	1	-12	1	-7	x	5
15	Nc1ncc(-c2ccc([N+](=O)[O-])cc2)cn1	-1	-15	-4	-25	-3	1
16	COc1ccc(NC(=O)CS(=O)CC(=O)Nc2cccnc2)cc1 (stereo not drawn)	3	-15	-3	10	-5	10
17	CC(C)[C@H](NS(=O)(=O)c1ccccc1)C(=O)OCC(=O)NCc1ccc2c(c1)OCO2	-2	-2	-18	-9	9	-20
18	Clc1ccccc1OCCCCN1CCNCC1	10	7	-18	-10	-4	-28
19	CSc1ccccc1NC(=O)COc1ccc(Cl)cc1	-4	-16	-3	-138	-14	-144
20	Cc1ccc(NS(=O)(=O)c2ccc3[nH]c(=O)oc3c2)cc1Cl	13	19	-6	4	-4	1
21	Nc1nc2c(ncn2[C@H]2C[C@H](O)[C@@H](CO)O2)c(=O)[nH]1	17	11	-5	11	-4	-3
22	Cc1c(C(=O)NCc2ccco2)oc2ccc(Br)cc12	6	13	-5	-107	-5	-150
23	CCCCC(=O)Nc1sc2c(c1C(=O)OCC)CCC(C=O)=C2Cl	0	8	x	14	-1	45
24	Cc1ccc2oc(C(=O)N(Cc3ccc(N(C)C)cc3)CC3CCCO3)c(C)c2c1 (stereo not drawn)	-10	-41	-14	0	-5	4

entry	Shn3 3UTR inh	TRPM1 prom inh	CF NFkB block	NR2E3 ag-2	KKLEB tox
13	-9	7	2	1	-13
14	9	1	2	-3	2
15	-28	-23	13	-1	2
16	8	16	3	-1	-9
17	6	13	-16	x	0
18	-12	4	4	1	4
19	-25	-46	-10	0	20
20	4	3	10	0	0
21	-5	4	-3	-2	33
22	-8	-5	6	x	3
23	14	-2	11	3	4
24	15	0	-6	3	-17

More structures
entry	Molecule	PDI inh	NR2E3 ag-1	CaV13 ICDI inh	HIF-2a inh	Vif imaging	Peg3 prom inh
25	Cn1c(=O)c2nnn(/N=C(\c3ccccc3)C3CC3)c2n(C)c1=O	0	-10	-7	18	x	12
26	CCc1ccc(N2C(=O)/C(=C/c3cccs3)N(CC(=O)OC)C2=S)cc1	5	10	-10	5	116*	8
27	C/C(CCC(C)C)=N\Nc1ccc(S(N)(=O)=O)cc1[N+](=O)[O-]	4	20	-2	3	-3	-17
28	CCOC(=O)Cc1csc(NC(=O)c2ccc(Cl)nc2)n1	12	-1	-7	22	-2	4
29	Cc1noc(/C=C/c2ccc(-c3ccccc3Cl)o2)c1[N+](=O)[O-]	-3	1	x	-153	-2	-101
30	O=C(O)c1cccc(NS(=O)(=O)/C=C/c2ccccc2)c1	0	14	-7	17	1	22
31	COc1cc(C2(c3ccc(O)c(OC)c3)C(=O)N(C)c3ccc(Br)cc32)ccc1O	3	24	-5	28	2	12
32	O=C(O)C1C2C=CC3(CN(Cc4ccccn4)C(=O)C13)O2 (stereo not drawn)	3	-40	-5	16	1	15
33	CCN(CC)S(=O)(=O)c1ccc(Cl)c(C(=O)Nc2ccc(Cl)cc2[N+](=O)[O-])c1	10	58	-5	25	-13	30
34	CSCCC(NC(N)=O)C(=O)NCc1cccc(Cl)c1 (stereo not drawn)	15	-20	-4	14	-4	0
35	COc1ccc(OCCC(=O)NCc2ccccc2)cc1	-6	-19	-11	-8	-3	-4
36	COCCCNC(=S)NNC(=O)c1ccc(C(C)(C)C)cc1	3	-22	-5	-8	-9	7

entry	Shn3 3UTR inh	TRPM1 prom inh	CF NFkB block	NR2E3 ag-2	KKLEB tox
25	-15	6	2	4	-13
26	9	-2	11	4	-11
27	1	7	3	0	10
28	12	4	-8	0	10
29	-22	-62	-44	-2	-10
30	-1	-5	0	-1	-8
31	-11	3	6	0	-10
32	7	1	-2	0	-5
33	61	11	-1	5	0
34	4	-3	3	-5	-4
35	13	-18	-12	4	2
36	11	1	6	1	-3

(list continues)
entry	Molecule	PDI inh	NR2E3 ag-1	CaV13 ICDI inh	HIF-2a inh	Vif imaging	Peg3 prom inh
37	O=C(NC(=S)Nc1ccc2oc(=O)ccc2c1)c1ccccc1F	-1	-18	-5	-90	3	-66
38	COc1ccc(CNC(=O)C(=O)NCc2ccncc2)cc1	15	-9	-8	16	x	-6
39	COCCNC(=O)c1c(N)n(CCCn2ccnc2)c2nc3ccccc3nc12	6	-3	-3	4	0	11
40	O=C1CC(c2ccccc2)CN1S(=O)(=O)c1ccccc1 (stereo not drawn)	x	-4	-2	1	9	0
41	O=C(c1ccc(Cl)cc1)N(Cc1ccco1)C1CCS(=O)(=O)C1 (stereo not drawn)	x	-2	-4	11	-5	1
42	Cc1ccc(Cl)cc1NC(=S)N(Cc1cccnc1)Cc1ccccc1Cl	9	0	3	14	0	21
43	COc1ccc(-c2nc(CS(=O)CC(=O)NCCc3ccc(OC)c(OC)c3)c(C)o2)cc1 (stereo not drawn)	-10	3	-2	3	-2	11
44	O=C(Cn1ncc2c(=O)oc3ccccc3c21)NCCC1=CCCCC1	5	-14	x	14	4	17
45	C=CCOc1ccc(Cl)cc1-c1noc(-c2csc([C@H]3C[C@H](O)[C@@H](CO)O3)n2)n1	0	-68	-9	-124	x	-75
46	CCOC(=O)CC1C(=O)NCCN1C(=O)Nc1ccc(Cl)cc1 (stereo not drawn)	-7	-16	-3	19	-1	10
47	CC(C)C[C@H]1CNC(=S)N1CC1CCCN1C[C@H](Cc1ccc(O)cc1)N1C[C@H](Cc2ccccc2)N(CC2CCCCCC2)C1=S (stereo partly drawn)	-1	-32	x	-6	x	-14
48	O=C(Nc1ccccc1)N1CCc2c([nH]c3ccccc23)C1C(F)(F)F (stereo not drawn)	0	-9	-4	15	-2	26
49	CCS(=O)(=O)c1nc(S(=O)(=O)c2ccc(Cl)cc2)c(N2CCC(C(N)=O)CC2)s1	7	3	-5	7	-4	-5

entry	Shn3 3UTR inh	TRPM1 prom inh	CF NFkB block	NR2E3 ag-2	KKLEB tox
37	-18	-21	-21	1	-4
38	-20	0	-1	1	12
39	-8	10	5	3	-3
40	-5	1	6	2	1
41	-48	-5	7	-1	-4
42	-8	9	17	0	-16
43	4	4	-1	-2	-1
44	17	5	14	0	-4
45	-20	x	3	x	-6
46	-15	0	-2	1	2
47	10	13	10	x	2
48	x	3	-16	0	4
49	13	22	15	3	-5

From PubChem BioAssay
